Avidin fluor – green autofluorescence of compounds with avidin beads – biophysical, 488/530 nm, flow cytometry, artefact control, profiling panel | compound fluorescence 488/530 nm; hits give high values | fluorescence (KMESF) at 10 µM | 0.38% of 220,000 active; in the data active = fluorescence above about 47; also: inactives centre near 10
GSH fluor – compound fluorescence on glutathione beads, profiling panel, artefact control, biophysical, 488/530 nm, flow cytometry. 0.25% of 190,000 active. GSH beads flow cytometry, compound fluorescence 488/530 nm; hits give high values. fluorescence (KMESF) at 10 µM. AID 1776, 2009; in the data active = fluorescence above about 89;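 also: glutathione beads carrying GST-tagged Bcl family fusion proteins plus one bare bead set; values are compound well signal with DMSO vehicle wells as background; inactives centre near 16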
Pf gamet viab – late stage P. falciparum gametocyte viability inhibitors, primary screen, ATP luminescence, HTS; P. falciparum stage V gametocytes, 24 h; inhibition, % at 10.9 µM; 0.065% of 150,000 active; AID 743093, 2013;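 active = inhibition above the mean plus 3 SD of compounds within the control limits, set per campaign, cut at about 38% in these data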;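 also: 0% = DMSO wells and 100% = medium only without gametocytes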
Rac1 act GTP bind – GTP binding modulators of activated mutant Rac1, primary screen, biochemical, bead-based flow cytometry, multiplex, fluorescent GTP; Ras-related C3 botulinum toxin substrate 1 (Homo sapiens), P63000; GST-Rac1 activated beads; actives lie on both sides; 100% means binding = to untreated wells; percent activity (GTP binding), % at 10 µM; 0.11% of 190,000 active; AID 764, 2007;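 active = GTP binding at least 20 percentage points away from the 100% baseline, in either direction, so actives lie on both sides; inconclusive = Compound likely fluorescent itself, or too few beads counted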
Mcl1-Bid inh – Mcl-1/Bid binding inhibitors, primary screen, biochemical, TR-FRET, 1536-well; Induced myeloid leukemia cell differentiation protein Mcl-1 (Homo sapiens), Q07820; TR-FRET Mcl-1/Bid-Dy647 peptide binding; inhibition, % at 21.7 µM; 0.97% of 220,000 active;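 active = compounds that cut the binding signal by more than half at the single screening dose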;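 also: His-tagged Mcl-1 with europium anti-His antibody binding Bid BH3 peptide; 0% = Mcl-1 plus peptide wells and 100% = peptide-only wells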
Target sequence (Q07820 whole entry, looked up): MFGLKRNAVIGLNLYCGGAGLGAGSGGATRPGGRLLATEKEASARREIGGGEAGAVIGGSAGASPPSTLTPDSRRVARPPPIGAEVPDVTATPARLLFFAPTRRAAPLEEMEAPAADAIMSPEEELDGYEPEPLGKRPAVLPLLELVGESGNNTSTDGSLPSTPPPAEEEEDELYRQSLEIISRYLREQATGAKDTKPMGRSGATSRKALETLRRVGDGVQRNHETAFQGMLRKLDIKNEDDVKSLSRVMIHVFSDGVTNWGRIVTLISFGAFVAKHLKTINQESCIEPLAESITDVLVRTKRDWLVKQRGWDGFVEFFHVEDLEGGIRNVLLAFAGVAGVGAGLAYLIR
Cdc42 wt – modulators of GTP binding to wildtype Cdc42, primary screen, biochemical, multiplex bead flow cytometry, Bodipy-GTP; GST-Cdc42 beads; actives lie on both sides; percent activity (GTP binding), % at 10 µM; 0.2% of 190,000 active;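 active = percent activity GTP binding at least 20 points away from the 100% baseline, either down as inhibitor or up as activator; inconclusive = compound flagged as likely green fluorescent from well-wide comparison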;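 also: median bead fluorescence of bound Bodipy-FL-GTP at 100 nM; 0% = excess unlabeled GTP control and 100% = no compound control; below 100% means less GTP binding so inhibitor and above means activator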
Target sequence (P60953 whole entry, looked up): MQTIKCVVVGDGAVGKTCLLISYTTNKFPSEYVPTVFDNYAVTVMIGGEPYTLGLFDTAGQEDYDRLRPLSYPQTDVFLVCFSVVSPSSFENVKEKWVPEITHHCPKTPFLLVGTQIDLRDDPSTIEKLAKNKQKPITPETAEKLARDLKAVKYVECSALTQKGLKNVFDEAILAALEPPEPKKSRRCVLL
Rab2A wt mod – modulators of GTP binding to Rab2A wildtype, primary screen, biochemical, dog, bead-based flow cytometry, multiplex | Ras-related protein Rab-2A (Canis lupus familiaris), P61105 | GST-Rab2 wt beads, Bodipy-GTP binding | GTP binding activity, % at 10 µM | AID 760, 2007 | 0.19% of 190,000 active;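 active = GTP binding activity at least 20 points away from 100%, either lowered or raised; inconclusive = signal likely due to the compound's own green fluorescence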;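 also: 0% = beads with excess unlabeled GTP and 100% = no-compound control corrected for plate trend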
Rab7 wt modul – modulators of GTP binding to Rab7, primary screen, biochemical, wildtype, multiplex bead flow cytometry; Rab7 GTPase wild type (dog), Bodipy-FL-GTP binding; GST-Rab7 beads, fluorescent GTP binding; actives lie on both sides; untreated = 100%, excess cold GTP = 0%; GTP binding activity (percent of control), % at 10 µM; 0.055% of 190,000 active;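 active = fluorescent GTP binding to Rab7 beads changed by at least 20 points from the 100% baseline, either direction, mostly lower; inconclusive = compound itself probably fluorescent, or too few beads counted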;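 also: median green fluorescence of bound Bodipy-FL-GTP per Rab7 bead population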
Mcl1-Noxa inh – Mcl-1/Noxa binding inhibitors, primary screen, biochemical, TR-FRET, 1536-well. Induced myeloid leukemia cell differentiation protein Mcl-1 (Homo sapiens), Q07820. TR-FRET Mcl-1/Noxa peptide binding, 2 h. inhibition, % at 21.7 µM. 1.5% of 220,000 active. AID 1022, 2008;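 active = compounds that cut the protein-peptide binding signal by more than 50% relative to plate controls in a single-dose test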;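 also: His-tagged Mcl-1 with rhodamine Noxa BH3 peptide and terbium anti-His antibody; 0% = Mcl-1 plus Noxa peptide wells and 100% = peptide-only wells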
Rac1 wt modul – wildtype Rac1 GTP binding modulators, primary screen, biochemical, GST-Rac1 beads, flow cytometry, multiplex; GTP binding activity (% of control), % at 10 µM; Ras-related C3 botulinum toxin substrate 1 (Homo sapiens), P63000; 0.27% of 190,000 active; fluorescent GTP binding; actives lie on both sides; 0 = cold GTP competed, 100 = untreated;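 active = GTP binding activity at least 20 points away from the 100% control level, either lower or higher; inconclusive = compound flagged as likely green fluorescent, judged across all proteins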
HRas wt GTP – modulators of GTP binding to HRas wildtype, primary screen, biochemical, bead-based flow cytometry, multiplex. GTPase HRas (Homo sapiens), P01112. GST-Ras wt beads, Bodipy-FL-GTP binding; actives lie on both sides. GTP binding activity, % at 10 µM. 0.14% of 190,000 active;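 active = GTP binding activity at least 20% away from the 100% baseline, either lowered as inhibitor or raised as activator; inconclusive = flagged as likely green fluorescent, judged across all proteins in the well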;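 also: 0% = unlabeled GTP competition control and 100% = no-compound control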
Target sequence (P01112 whole entry, looked up): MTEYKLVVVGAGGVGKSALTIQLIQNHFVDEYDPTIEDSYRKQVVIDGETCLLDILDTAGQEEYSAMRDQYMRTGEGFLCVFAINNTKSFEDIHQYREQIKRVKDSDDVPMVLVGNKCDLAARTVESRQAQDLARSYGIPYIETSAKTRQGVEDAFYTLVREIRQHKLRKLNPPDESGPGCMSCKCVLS
* hit, by the source's call; ? = inconclusive; · = no result given.

Start of the data: the first two compounds, ahead of the listing:
Sequence of screens – Rac1 wt modul | Pf gamet viab | Avidin fluor | Rab2A wt mod | Mcl1-Noxa inh | Mcl1-Bid inh | HRas wt GTP | GSH fluor | Rab7 wt modul | Cdc42 wt | Rac1 act GTP bind
#1 O=C(CCS(=O)(=O)c1ccc(Br)cc1)Nc1ccc2c(c1)OCO2
  101 | · | 6 | 102 | 22 | -39 | 99 | 63 | 96 | 101 | 97
#2 Cc1cccc(C)c1NC(=S)/N=C/N(C)C
  99 | -8 | 7 | 97 | -2 | -29 | 98 | 18 | 93 | 98 | 94

The whole of this part, repeating the preview:
Sequence of screens – Rac1 wt modul | Pf gamet viab | Avidin fluor | Rab2A wt mod | Mcl1-Noxa inh | Mcl1-Bid inh | HRas wt GTP | GSH fluor | Rab7 wt modul | Cdc42 wt | Rac1 act GTP bind
#1 O=C(CCS(=O)(=O)c1ccc(Br)cc1)Nc1ccc2c(c1)OCO2
  101 | · | 6 | 102 | 22 | -39 | 99 | 63 | 96 | 101 | 97
#2 Cc1cccc(C)c1NC(=S)/N=C/N(C)C
  99 | -8 | 7 | 97 | -2 | -29 | 98 | 18 | 93 | 98 | 94
#3 COC(=O)c1ccccc1S(=O)c1snnc1C (stereo not given)
  103 | -27 | 11 | 101 | -1 | -3 | 100 | 19 | 102 | 99 | 98
#4 CCN(CC)c1nc(Nc2ccccc2)nc(Oc2ccc(=O)n(C)n2)n1
  103 | · | 14 | 100 | -4 | -20 | 101 | 40 | 99 | 100 | 97
#5 COc1ccccc1N(C(=O)c1snc(C(N)=O)c1N)C(C(=O)NC1CCCC1)c1ccco1 (stereo not given)
  102 | · | 10 | 100 | · | · | 100 | 39 | 101 | 100 | 99
#6 COc1cc(NC(=S)N2CCN(C(c3ccccc3)c3ccccc3)CC2)cc(OC)c1
  95 | 10 | 34 | 95 | -2 | -25 | 99 | 16 | 97 | 99 | 95
#7 CCC(=O)Nc1ccc(Nc2nc(Cl)nc(Nc3ccc(NC(=O)CC)cc3)n2)cc1
  90 | -17 | 23 | 92 | 34 | 48 | 93 | 10 | 102 | 94 | 94
#8 COc1ccc(C(=O)NCCCc2nc3ccccc3n2Cc2cc(C)ccc2C)cc1OC
  103 | · | 7 | 100 | -15 | -2 | 99 | 16 | 98 | 99 | 97
#9 O=C(O)/C=C/C(=O)N1CCN(c2ccc(F)cc2)CC1
  99 | -2 | 11 | 102 | 14 | -4 | 98 | 15 | 97 | 101 | 98
#10 O=C(CN1CCN(S(=O)(=O)c2ccc(F)cc2)CC1)Nc1ccc2c(c1)OCCO2
  104 | · | 15 | 100 | -5 | -18 | 102 | 11 | 99 | 103 | 102
#11 COc1ccc(NS(=O)(=O)c2ccc(O)c(C(=O)OCC(=O)NC(C)C3CC4CCC3C4)c2)cc1 (stereo not given)
  96 | -12 | 16 | 94 | 15 | -10 | 94 | 15 | 104 | 91 | 89
#12 CCC(C(=O)c1ccccc1)N(C(=O)c1ccccc1Cl)N1C(=O)C2C3C=CC(C3)C2C1=O (stereo not given)
  103 | 5 | 11 | 99 | 14 | -17 | 98 | 13 | 97 | 100 | 99
#13 CCC(CC)c1nnc(NC(=O)Oc2ccccc2)s1
  98 | 18 | 35 | 95 | 13 | -8 | 96 | 14 | 94 | 100 | 96
#14 CCc1ccc(NC2=NCC(=O)N2c2ccc3c(c2)OCCO3)cc1
  106 | -27 | 28 | 105 | 1 | -6 | 101 | 25 | 104 | 105 | 101
#15 O=C(NC(=S)Nc1cccc(Cl)c1N1CCCC1)c1ccc(-c2cccc([N+](=O)[O-])c2)o1
  102 | · | 8 | 104 | -17 | -26 | 106 | 20 | 104 | 107 | 100
#16 CC(C)CC(=O)Nc1ccc(N2CCN(S(C)(=O)=O)CC2)cc1
  103 | -4 | 1 | 98 | -6 | -4 | 99 | 7 | 98 | 104 | 100
#17 CCOC(=O)C1(Cc2ccccc2C)CCCN(Cc2ccc(NC(C)=O)cc2)C1 (stereo not given)
  101 | 25 | 6 | 99 | -6 | -15 | 99 | 14 | 98 | 98 | 100
#18 C=CCNC(=S)N/N=C/c1ccc(-c2cc(Cl)ccc2Cl)o1
  104 | · | 25 | 98 | 3 | -97 | 101 | 9 | 101 | 106 | 99
#19 CN1CC(=O)N(CC(=O)Nc2ccc(SC(F)F)cc2)C1=O
  96 | 5 | 11 | 96 | -2 | -18 | 97 | 17 | 98 | 92 | 93
#20 Cc1ccc2c(C(=O)CN3CCN(c4ccccc4)CC3)c(C)[nH]c2c1
  100 | -16 | 5 | 96 | -13 | -60 | 99 | 24 | 95 | 100 | 97
#21 Cc1cccc(CS(=O)(=O)Cc2ccc(C(=O)O)o2)c1
  103 | 3 | 16 | 99 | 56* | -2 | 100 | 37 | 100 | 103 | 99
#22 CS(=O)(=O)CCC(C(=O)n1nnc2ccccc21)N1C(=O)c2ccccc2C1=O (stereo not given)
  104 | 4 | 29 | 103 | 8 | 10 | 105 | 14 | 101 | 107 | 101
#23 CC(Oc1ccccc1)C(=O)NC1CCN(Cc2ccccc2)CC1 (stereo not given)
  98 | 0 | 10 | 93 | -5 | -52 | 95 | 62 | 96 | 98 | 96
#24 O=C(CSc1nc2ccsc2c(=O)n1CC1CCC(C(=O)O)CC1)c1ccc(F)cc1 (stereo not given)
  98 | -48 | 15 | 94 | 12 | 12 | 97 | 12 | 101 | 96 | 94
#25 CCOC(=O)c1ccc(Cl)c(S(=O)(=O)N2CCCC2)c1
  93 | -12 | 11 | 102 | 7 | -13 | 94 | 20 | 95 | 100 | 96
#26 C=CCn1c(SCC(=O)c2ccc(CNC(C)=O)o2)nc2scc(C3CC3)c2c1=O
  104 | 4 | 6 | 101 | 50 | 11 | 100 | 15 | 101 | 100 | 98
#27 Cc1ccc(-c2nc3cnccn3c2Nc2ccc3c(c2)OCCO3)o1
  96 | 11 | 7 | 98 | 26 | -11 | 97 | 26 | 99 | 97 | 96
#28 CCc1cc(/C(Cc2csc(C)n2)=N/O)c(O)cc1O
  102 | · | 4 | 100 | 6 | -56 | 100 | 25 | 96 | 101 | 99
#29 Cc1cc(C)c(OCC(=O)Nc2nnc(-c3ccco3)o2)c(C)c1
  96 | 10 | 11 | 97 | 0 | -45 | 96 | 13 | 103 | 96 | 95
#30 CC(=O)N1CCc2cc(S(=O)(=O)NC(C(=O)NCc3ccccc3)C(C)C)ccc21 (stereo not given)
  ? | · | 8 | ? | 22 | -15 | ? | 24 | ? | ? | ?
#31 O=c1c2ccccc2nc2n1C(CSc1ccccc1)CS2 (stereo not given)
  100 | 0 | 6 | 97 | -2 | -1 | 100 | 11 | 95 | 99 | 93
#32 Cc1ccccc1OCCNC(=O)CNC(=O)c1ccccc1O
  89 | · | 13 | 89 | · | 82* | 92 | 35 | 89 | 92 | 91
#33 O=C(NCc1ccc2c(c1)OCO2)C(c1ccco1)N(C(=O)c1csnn1)c1ccccc1 (stereo not given)
  102 | -11 | 37 | 100 | 30 | -2 | 102 | 26 | 98 | 104 | 98
#34 COc1ccccc1Cn1c(=O)[nH]c2cccnc21
  107 | 23 | 18 | 100 | 3 | -3 | 101 | 34 | 100 | 103 | 101
#35 CN1CCC(=NNC(=O)C(=O)NC(C)(C)C)CC1
  103 | -2 | 7 | 105 | 11 | -15 | 104 | 19 | 100 | 105 | 101
#36 CC(C)(C)OC(=O)N1CCN(C(=O)Cn2cc(CCO)nn2)CC1
  97 | · | 4 | 97 | 25 | 31 | 96 | 20 | 97 | 97 | 97
#37 O=C(Nc1ccccc1N1CCOCC1)C1(c2ccc(Cl)cc2)CCC1
  101 | 10 | 13 | 95 | 21 | 9 | 98 | 12 | 102 | 98 | 95
#38 Cc1ccccc1N1CCN(S(=O)(=O)N(C)C)CC1
  104 | 1 | 6 | 104 | -8 | -44 | 102 | 11 | 106 | 96 | 97
#39 CC(=O)N(C)c1ccc(NC(=O)/C=C/c2ccccc2Cl)cc1
  104 | -38 | 11 | 101 | -16 | -6 | 101 | 25 | 103 | 102 | 100
#40 CSc1nc(-c2ccc(N(C)C)cc2)c(C#N)c(=O)n1C
  94 | · | 6 | 96 | 6 | -15 | 97 | 17 | 101 | 96 | 95
#41 COC(=O)c1ccc(CSc2nnc(CS(=O)Cc3ccc(Br)cc3)n2-c2ccccc2)cc1 (stereo not given)
  100 | 8 | 12 | 97 | 10 | 5 | 98 | 21 | 99 | 101 | 97
#42 COc1ccc(-c2nnc(SCC(=O)Oc3ccc(C)cc3)o2)cc1
  104 | -14 | 23 | 99 | 11 | -3 | 99 | 19 | 92 | 102 | 97
#43 O=c1cc(N2CCc3ccccc32)[nH]c(=O)n1-c1ccc(Cl)cc1
  100 | -12 | 11 | 95 | 2 | -39 | 96 | 13 | 102 | 94 | 94
#44 COc1ccc2[nH]c(=O)c(CN(Cc3nnnn3Cc3ccccc3)CC3CCCO3)cc2c1 (stereo not given)
  103 | · | 34 | 100 | 16 | 7 | 102 | 15 | 98 | 103 | 101
#45 CCOC(=O)N1CCN(c2c(NCCCN(CC)CC)c(=O)c2=O)CC1
  101 | · | 37 | 98 | 3 | -27 | 99 | 19 | 95 | 99 | 99
#46 N#Cc1c(C(F)(F)F)cc(-c2ccccc2)nc1SCc1nc(N)nc(N2CCOCC2)n1
  108 | · | 11 | 103 | -9 | -25 | 103 | 80 | 104 | 103 | 104
#47 CC(C)(C)n1nc2c(c1NC(=O)c1cc3ccccc3o1)CS(=O)(=O)C2
  100 | 2 | 13 | 99 | 1 | -4 | 99 | 12 | 96 | 99 | 97
#48 Cc1cccc(OCC(=O)Nc2cccc3nsnc23)c1
  99 | · | 12 | 97 | 3 | 8 | 100 | 11 | 100 | 98 | 97
#49 NC(=O)CCn1nc(-c2ccccc2)c2ccccc2c1=O
  100 | · | 42 | 98 | 10 | -2 | 97 | 23 | 93 | 102 | 94
